# IDE act = human IDE activators in live cells, primary screen, fluorescence polarization, HEK cells, FAbeta-B substrate. activation, % at 5.96 µM. FAbeta-B cleavage; 0% vehicle, 100% cell-free pure enzyme wells. Insulin-degrading enzyme (Homo sapiens), P14735. 0.073% of 340,000 active;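 active = activation above the mean of all tested compounds plus 3 SD, set per screening campaign, cut at about 17% in these data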
# Target sequence (P14735 whole entry, looked up): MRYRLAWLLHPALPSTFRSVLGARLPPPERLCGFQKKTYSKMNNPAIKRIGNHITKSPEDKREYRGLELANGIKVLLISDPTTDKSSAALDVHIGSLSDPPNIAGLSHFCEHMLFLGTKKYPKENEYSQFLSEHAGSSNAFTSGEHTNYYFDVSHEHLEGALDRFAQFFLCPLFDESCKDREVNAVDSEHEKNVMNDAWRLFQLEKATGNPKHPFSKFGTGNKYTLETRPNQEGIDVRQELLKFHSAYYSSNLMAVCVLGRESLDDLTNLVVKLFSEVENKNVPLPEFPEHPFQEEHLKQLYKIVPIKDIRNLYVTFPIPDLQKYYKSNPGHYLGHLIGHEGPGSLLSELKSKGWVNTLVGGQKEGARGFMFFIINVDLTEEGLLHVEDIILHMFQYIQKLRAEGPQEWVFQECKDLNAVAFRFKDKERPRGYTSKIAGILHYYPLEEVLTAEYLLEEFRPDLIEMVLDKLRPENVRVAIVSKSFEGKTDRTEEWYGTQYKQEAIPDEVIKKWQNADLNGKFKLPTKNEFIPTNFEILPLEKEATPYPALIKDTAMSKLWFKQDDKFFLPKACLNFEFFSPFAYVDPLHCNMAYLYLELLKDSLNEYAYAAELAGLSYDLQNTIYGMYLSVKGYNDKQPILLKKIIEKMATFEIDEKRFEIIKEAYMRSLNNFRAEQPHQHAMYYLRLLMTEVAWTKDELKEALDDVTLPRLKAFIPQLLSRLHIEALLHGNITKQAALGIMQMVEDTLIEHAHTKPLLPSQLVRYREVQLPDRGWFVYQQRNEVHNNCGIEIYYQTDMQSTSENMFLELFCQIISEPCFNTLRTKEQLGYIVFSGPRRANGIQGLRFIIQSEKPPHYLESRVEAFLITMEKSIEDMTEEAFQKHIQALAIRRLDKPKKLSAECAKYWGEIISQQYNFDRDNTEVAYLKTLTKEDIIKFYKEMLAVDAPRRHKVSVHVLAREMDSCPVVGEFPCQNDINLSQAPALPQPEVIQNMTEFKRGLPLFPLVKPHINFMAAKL
# IDE cell inh = human IDE inhibitors in live cells, primary screen, fluorescence polarization, HEK cells, FAbetaB substrate. FAbetaB cleavage. inhibition, % at 5.59 µM. 0.41% of 320,000 active;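 active = percent inhibition above the average of all tested compounds plus 3 SD, set per screening campaign, cut at about 16% in these data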;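 also: IDE supplied by intact live HEK cells; FP after avidin binding of uncleaved biotin substrate so inhibition keeps polarization high; 0% = DMSO wells and 100% = 60 µM reference IDE inhibitor Ii1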
# Starred values were filed as active, the others as inactive. An excerpt (hit frequency here may not be typical).
no.	smiles	IDE act	IDE cell inh
1	Cc1cccc(N2N=C(C(=O)Nc3ccc(Cl)c(S(=O)(=O)N4CCOCC4)c3)CCC2=O)c1	5	-1
2	O=C(NC(=S)N1CCCCC1CO)c1cccs1 (stereo unspecified)	5	1
3	COc1ccc(NC(=O)[C@@H](NS(=O)(=O)c2cccc(Cl)c2)C(C)C)cc1S(=O)(=O)N1CCOCC1	3	-6
4	COc1c(O)c(=O)n2c3ccccc3c3ccnc1c32	-22	13
5	O=S(=O)(c1ccccc1F)N1CCN(Cc2cc3c(cc2O)OCO3)CC1	4	-5
6	CC(OC(=O)Cn1cnc2ccccc2c1=O)C(=O)N(C)c1ccccc1 (stereo unspecified)	1	1
7	CC(C)n1ncc2c(C(=O)Nc3cccc(S(=O)(=O)N(C)C)c3)cc(C3CC3)nc21	4	-2
8	COc1ccc(CN(C)CC(=O)NCC(=O)Nc2c(C)cccc2C)cc1	0	-5
9	CN(C)c1ccc(S(=O)(=O)NCC(=O)OCC(=O)c2ccc[nH]2)cc1[N+](=O)[O-]	1	1
10	COc1ccc(CCN2CC(C(=O)OCC(=O)NC(C)c3cccc(Cl)c3)CC2=O)cc1OC (stereo unspecified)	-3	-1

# Among those listed so far, these contain nitrogen in an aromatic ring:
no.	smiles	IDE act	IDE cell inh
4	COc1c(O)c(=O)n2c3ccccc3c3ccnc1c32	-22	13
6	CC(OC(=O)Cn1cnc2ccccc2c1=O)C(=O)N(C)c1ccccc1 (stereo unspecified)	1	1
7	CC(C)n1ncc2c(C(=O)Nc3cccc(S(=O)(=O)N(C)C)c3)cc(C3CC3)nc21	4	-2
9	CN(C)c1ccc(S(=O)(=O)NCC(=O)OCC(=O)c2ccc[nH]2)cc1[N+](=O)[O-]	1	1

# Other results:
no.	smiles	IDE act	IDE cell inh
11	C[C@H]1CN([C@@H](C)CO)C(=O)c2cccc(NC(=O)C3CC3)c2O[C@H]1CN(C)CC1CCCCC1	3	3
12	Cc1cccnc1NC(=O)CCC(=O)c1cccs1	2	-3
13	Cc1noc(C)c1NC(=O)N(C)C[C@@H]1Oc2ccc(NC(=O)CCC(F)(F)F)cc2CC(=O)N([C@@H](C)CO)C[C@@H]1C	2	9
14	COC(=O)/C=C/c1ccc2c(c1)S(=O)(=O)N(c1cccc(OC)c1)[C@H]2CC(=O)OC	-4	-2
15	CC(C)(C)OC(=O)NCc1ccc(NC(=O)c2nc[nH]c2C(=O)NCCCNC(=O)c2[nH]cnc2C(=O)Nc2ccc(CNC(=O)OC(C)(C)C)cc2)cc1	9	3
16	Cc1ccc(C)c(COc2coc(CN3CCN(C(=O)c4ccco4)CC3)cc2=O)c1	2	-6
17	Cc1cnc(NC(=O)c2ccc3c(c2)OCCO3)s1	3	1
18	COc1cc(OC)cc(-c2nnc(NC(=O)CCS(=O)(=O)c3ccc(C)cc3)o2)c1	5	10
19	O=C(Oc1ccc(-c2nnco2)cc1)c1ccco1	7	2
20	Cc1noc(NS(=O)(=O)c2ccc(NS(=O)(=O)c3ccc(Cl)cc3)cc2)c1C	1	2

# Next part; the last seven above are carried over.
no.	smiles	IDE act	IDE cell inh
14	COC(=O)/C=C/c1ccc2c(c1)S(=O)(=O)N(c1cccc(OC)c1)[C@H]2CC(=O)OC	-4	-2
15	CC(C)(C)OC(=O)NCc1ccc(NC(=O)c2nc[nH]c2C(=O)NCCCNC(=O)c2[nH]cnc2C(=O)Nc2ccc(CNC(=O)OC(C)(C)C)cc2)cc1	9	3
16	Cc1ccc(C)c(COc2coc(CN3CCN(C(=O)c4ccco4)CC3)cc2=O)c1	2	-6
17	Cc1cnc(NC(=O)c2ccc3c(c2)OCCO3)s1	3	1
18	COc1cc(OC)cc(-c2nnc(NC(=O)CCS(=O)(=O)c3ccc(C)cc3)o2)c1	5	10
19	O=C(Oc1ccc(-c2nnco2)cc1)c1ccco1	7	2
20	Cc1noc(NS(=O)(=O)c2ccc(NS(=O)(=O)c3ccc(Cl)cc3)cc2)c1C	1	2
21	CCOC(=O)C1=C(COC(=O)Cc2ccccc2F)NC(=O)NC1C (stereo unspecified)	1	10
22	O=C(NCCc1ccccc1)C1CCC(Cn2c(=O)c3ccccc3n(Cc3cccc(Cl)c3)c2=O)CC1 (stereo unspecified)	10	1
23	CC1CCCC(NC(=O)c2ccc3c(c2)OCCO3)C1C (stereo unspecified)	1	1
24	COc1ccccc1NC(=O)c1cccc(S(=O)(=O)N2CCN(c3ccccc3)CC2)c1	1	-6
25	CCNc1nc(NCC)n2c(SCC(=O)Nc3ccc(C)c(C)c3)nnc2n1	2	11
26	CC(=O)Nc1cccc(C(=O)NNC(=O)c2ccc(-n3cnnn3)cc2)c1	-1	3
27	COc1ccc(OC)c(CN2CCN(C(=O)CN3C(=O)NC4(CCCC4)C3=O)CC2)c1	4	3
28	OCC[C@H]1C[C@H](O)[C@@H](O)[C@]2(CCCc3ccccc3O2)O1	1	2
29	Cc1cc(Br)ccc1NC(=O)CN1C(=O)C2CC=CCC2C1=O (stereo unspecified)	3	-4
30	CN(CC(=O)Nc1ccccc1Cl)C1CCS(=O)(=O)C1 (stereo unspecified)	3	4
31	Cc1ccc(NC(=O)COc2ccc3c(c2)CCC3)nc1	0	-6
32	Cc1ccc2sc(N(CCCN(C)C)C(=O)c3ccc(S(=O)(=O)N(C)Cc4ccccc4)cc3)nc2c1C	5	3
33	CCCCOCCOCCOCCCC	3	-3
34	COC/C=C/C1=CC2=CC(=O)C(C)(OC(=O)c3cnc4ccccc4n3)C(=O)C2=CN1C1CC1 (stereo unspecified)	3	1
35	CC(C)C[C@@H]1CN=C(N)N1C[C@@H]1CCCN1C[C@H](C)N1C[C@@H](Cc2ccccc2)N(CCCC2CCCC2)C1=N	6	0
36	O=C(Nc1nc(-c2ccc(F)cc2)cs1)C1CCN(C(=O)c2ccc(F)cc2)CC1	1	3
37	O=C(CCC(=O)N1CCN(S(=O)(=O)c2ccccc2)CC1)c1ccc(Br)cc1	3	5
38	COc1ccc(CCC(=O)N2CCN(S(=O)(=O)c3ccc(C)cc3)CC2)cc1	0	1
39	Cc1cccc(NC(=O)CNC(=O)CSc2ncccn2)c1C	3	4
40	Cc1ccc(OCC(=O)Nc2ccc(S(=O)(=O)Nc3cc(C)nc(C)n3)cc2)c(C)c1	0	-1
41	C=CCN(c1ccccc1)S(=O)(=O)c1cccc(C(=O)Nc2ccncc2)c1	3	4
42	O=C1c2ccccc2C(=O)N1CCC#Cc1ccc2cc(CCO)oc(=O)c2c1	-1	1
43	O=C(Nc1cccc(S(=O)(=O)NC2=NCCC2)c1)c1ccccc1	1	2
44	O=C(Cc1c(F)cccc1Cl)NNC(=O)c1ccco1	4	1
45	Cc1ccc(S(=O)(=O)N2CCOCC2)cc1C(=O)Nc1ccncc1	2	-5
46	Cc1n[nH]c(=O)c2c(NC(=O)COC(=O)COc3cccc(Br)c3)oc(C)c12	-1	1
47	O=C1CCc2cc(NS(=O)(=O)c3ccc(Br)cc3)cc3c2N1CC3	-2	3
48	COc1ccc2c(c1)OC[C@H]1[C@H]2N2C(=O)c3ccccc3NC(=O)[C@@]2(C)[C@H]1c1ccccc1	0	3
49	O=C(NCC(c1ccco1)N1CCCC1)c1cc2cc(Cl)ccc2o1 (stereo unspecified)	1	4
50	CCOC(=O)N1CCN(C(=O)c2ccc3[nH]c(C)c(C)c3c2)CC1	4	-3

# Compounds 33 through 39, quoted:
no.	smiles	IDE act	IDE cell inh
33	CCCCOCCOCCOCCCC	3	-3
34	COC/C=C/C1=CC2=CC(=O)C(C)(OC(=O)c3cnc4ccccc4n3)C(=O)C2=CN1C1CC1 (stereo unspecified)	3	1
35	CC(C)C[C@@H]1CN=C(N)N1C[C@@H]1CCCN1C[C@H](C)N1C[C@@H](Cc2ccccc2)N(CCCC2CCCC2)C1=N	6	0
36	O=C(Nc1nc(-c2ccc(F)cc2)cs1)C1CCN(C(=O)c2ccc(F)cc2)CC1	1	3
37	O=C(CCC(=O)N1CCN(S(=O)(=O)c2ccccc2)CC1)c1ccc(Br)cc1	3	5
38	COc1ccc(CCC(=O)N2CCN(S(=O)(=O)c3ccc(C)cc3)CC2)cc1	0	1
39	Cc1cccc(NC(=O)CNC(=O)CSc2ncccn2)c1C	3	4

# Later entries
no.	smiles	IDE act	IDE cell inh
51	COC(=O)c1ccc(NC(=O)CSc2nc3[nH]ncc3c(=O)[nH]2)cc1	-2	12
52	Cc1ccc(NC(=O)COC(=O)CCc2ccccc2)cc1S(=O)(=O)N1CCOCC1	1	-4
53	Cc1cnc(C(=O)OCC(=O)N2CCN(S(=O)(=O)c3ccc(Cl)cc3)CC2)cn1	2	10
54	O=C(NCC(c1ccco1)N1CCOCC1)c1cccc(Cl)c1 (stereo unspecified)	0	-1
55	O=C(NCc1ccncc1)c1ccc(NS(=O)(=O)c2cccc([N+](=O)[O-])c2)cc1	0	-5
56	COc1ccccc1OCCC(=O)OCC(=O)Nc1ccc2c(c1)OCCO2	6	3
57	COc1ccc(NS(=O)(=O)c2ccc(C(=O)Nc3c(C)n(C)n(-c4ccccc4)c3=O)cc2)cc1	0	8
58	CCN(CC(=O)Nc1cc(Cl)ccc1C)C(=O)CC1CCCC1	4	2
59	COc1ccccc1CNC(=O)COC(=O)c1ccccc1-c1ccccc1	5	-1
60	COc1ccc(CNC(=O)COC(=O)/C=C/c2cccc(Cl)c2)cc1	0	-4
61	CCNC(=O)c1ccc(NC(=O)CC2SC(N3CCCC3)=NC2=O)cc1 (stereo unspecified)	5	-3
62	O=S(=O)(/N=C(/Nc1cccnc1)c1ccccc1)c1ccc(F)cc1F	2	-1
63	O=C(COc1ccc(C(=O)NCCN2CCOCC2)cc1)Nc1cccc(C(F)(F)F)c1	5	-2
64	O=C(NCCCNC(=O)c1c(Cl)cccc1Cl)c1c(Cl)cccc1Cl	6	-2
65	O=C(NC(=S)NC1CCC(O)CC1)c1ccco1 (stereo unspecified)	2	-4
66	O=C(COC(=O)c1ccc(C(F)(F)F)cc1)NC(=O)NC1CCCC1	1	0
67	COc1ccc(C(=O)c2c3ccccc3[n+]([O-])n2CCC(N)=O)cc1	1	3
68	Cc1cc(C(=O)NNC(=O)CCCOc2ccccc2)c(C)o1	-3	5
69	CCc1ccccc1C1C(=O)c2ccccc2C1=O	-2	2
70	Cc1cccc(S(=O)(=O)Nc2ccc(-n3c(C)nc4ccccc4c3=O)cc2)c1	0	-3
71	CC(=O)Nc1ccc(C(=O)OCC(=O)N2CCN(C(=O)c3ccco3)CC2)cc1	1	0
72	Cc1ccc(-c2csc3ncn(CC(=O)NCC(c4ccco4)N4CCCC4)c(=O)c23)cc1 (stereo unspecified)	4	2
73	CCCCN1CC[C@H]2C=CC[C@@H](C(=O)N3CCN(c4ccccc4)CC3)[C@H]2C1=O	0	2
74	Cc1ccc(NC(=O)C(C)SCc2nc3sc(C)c(C)c3c(=O)[nH]2)nc1 (stereo unspecified)	2	2
75	CCOc1ccc(S(=O)(=O)N2CCCCC2)cc1NC(=O)CN1C(=O)NC(C)(C2CC2)C1=O (stereo unspecified)	-5	3
76	Cc1ccn2c(=O)c(NC(=O)c3ccc(Br)o3)c(C)nc2c1	4	1
77	Cc1noc(C)c1COc1cccc(C(=O)N(C)Cc2cccs2)c1	-1	0
78	CN(C)c1cccc(C(=O)OCCCC(=O)c2ccc(F)cc2)c1	3	0
79	Cc1cccc(NC(=O)COC(=O)CCc2c[nH]c3ccccc23)c1	0	8
80	Cc1ccc(S(=O)(=O)NCCC(=O)OCC(=O)Nc2cccc(Cl)c2)cc1	0	2
81	COCC(C)n1c(SCC(=O)Nc2c(C)n(C)n(-c3ccccc3)c2=O)nc2ccccc2c1=O (stereo unspecified)	-1	-3
82	COc1cc(C(=O)OCCc2cc3ccccc3c(=O)o2)cc(OC)c1OC	-8	8
83	COc1ccc(C(=O)NCCC2=CCCCC2)cc1S(=O)(=O)N1CCOCC1	1	5
84	Cc1ccc(S(=O)(=O)NCCC(=O)N2CCN(S(=O)(=O)c3ccccc3)CC2)cc1C	4	0

# Screening results (PubChem)
